G9a block = inhibitors of human histone lysine methyltransferase G9a | Q96KQ7 | G9a H3K9 monomethylation, AlphaScreen, 2 h | Potency, µM (highest dose often 102 µM), without a hit: at the highest dose activity, negative = inhibition, most hits filed as inhibitors | 8.8% of 350,000 active | AID 504332; note: % is set by controls: 0 for no effect and ±100 for the full control effect; nearly all actives have a fitted effect of over 75% in size
Target sequence (Q96KQ7 913-1193 limits assumed): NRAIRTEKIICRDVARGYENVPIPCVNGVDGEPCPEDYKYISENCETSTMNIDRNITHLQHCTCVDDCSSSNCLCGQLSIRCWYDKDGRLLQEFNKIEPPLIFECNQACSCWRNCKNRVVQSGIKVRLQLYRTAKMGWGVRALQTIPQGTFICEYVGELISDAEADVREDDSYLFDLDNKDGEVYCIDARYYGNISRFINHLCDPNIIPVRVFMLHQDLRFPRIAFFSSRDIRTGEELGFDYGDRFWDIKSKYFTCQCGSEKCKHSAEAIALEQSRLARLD
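Quantitative HTS format: methyltransferase activity on a biotin-tagged H3K9 peptide is measured by AlphaScreen, using a rabbit anti-monomethyl-H3K9 antibody with streptavidin donor and anti-IgG acceptor beads. Final levels are 20 nM enzyme, 500 nM peptide, 20 uM SAM; 2 h RT.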
JMJD2A Tudor = JMJD2A Tudor domain (human) inhibition; AlphaScreen JMJD2A-Tudor / H3K4me3 peptide binding; Potency, µM (doses to about 114 µM), for inactives: at the highest dose activity change, negative = inhibition, actives largely listed as inhibitors; 4.4% of 390,000 active; AID 504339; note: % is set by controls: 0 for no effect and ±100 for the full control effect; nearly all actives have a fitted effect of over 50% in size
Pin1 inhibitor = inhibitors of human Pin1 | Q13526 | Pin1 FP peptide displacement, HiFluor488, 10 min | Potency, µM (doses to about 115 µM), for the others: top-dose activity, negative = inhibition, hits mostly inhibitors | 0.009% of 390,000 active | AID 504891; active = well fitted inhibition curve with a large enough effect in the polarisation, with a control signal flat, not every such curve was filed as active; inconclusive = small, poorly fitted or top-dose-only effect, or effect the other way, or a change in a side signal; inactive = no such curve, though single readings can be large or run the other way; the % refers to the polarisation; note: % is set by controls: 0 for no effect and ±100 for the full control effect
HP1b binding inh = inhibitors of HP1-beta chromodomain binding to methylated histone tails | P83916 | AlphaScreen HP1-beta / biotin-H3K9me3 peptide binding | Potency, µM (series often up to 114 µM), for inactives: at the top dose activity change, negative = inhibition, most hits filed as inhibitors | 0.56% of 390,000 active | AID 540317; note: nearly all actives have a fitted effect of over 70% in size; inactives centre near 23
Target sequence (P83916 whole entry, looked up): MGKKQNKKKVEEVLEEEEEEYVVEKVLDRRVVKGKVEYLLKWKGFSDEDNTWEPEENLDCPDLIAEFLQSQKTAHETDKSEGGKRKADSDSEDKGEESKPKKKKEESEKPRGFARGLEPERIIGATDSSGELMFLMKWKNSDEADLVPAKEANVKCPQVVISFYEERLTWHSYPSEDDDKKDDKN
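AlphaScreen: HP1-beta (50 nM) preformed 30 min with biotin-H3(1-18)K9me3 peptide (50 nM) in PBS pH 7.4, 0.01% Tween-20. Compound added for 30 min at RT, then streptavidin donor/nickel chelate acceptor beads (10 ug/mL) for 30 min.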
BAZ2B block = blocks human BAZ2B; 4.4% of 360,000 active; Potency, µM (titrated, usually from 114 µM), without a hit: top-dose activity change, negative = inhibition, hits mostly inhibitors; AID 504333; AlphaScreen BAZ2B-H3K14Ac peptide displacement; note: % is set by controls: 0 for no effect and ±100 for the full control effect; nearly all actives have a fitted effect of over 60% in size
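In this displacement format the biotinylated H3(5-23) peptide acetylated at Lys14 serves as ligand at 50 nM, with BAZ2B at 50 nM in PBS pH 7.4 containing 0.01% Tween-20. Donor and acceptor beads are 10 ug/mL final.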
GLS inhibitor = blocks human kidney-isoform glutaminase activity | O94925 | GLS enzymatic activity, qHTS titration | Potency, µM (titrated, usually from 45.5 µM), for the others: at the highest dose activity change, negative = inhibition, usual class: inhibitors | 0.21% of 410,000 active | AID 624170; note: % is set by controls: 0 for no effect and ±100 for the full control effect
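Assay buffer: 45 mM KH2PO4 pH 8.2, 0.02% Tween-20. hKGA acts on L-glutamine (1 mM solution added); product glutamate is reported by an oxidase/peroxidase Amplex Red coupling, with fluorescence taken at baseline and 30 min.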
PGK inhibitor = T. brucei PGK inhibition. Potency, µM (series often up to 57.5 µM), for the others: top-dose activity change, negative = inhibition, most hits filed as inhibitors. 0.043% of 380,000 active. PGK/GAPDH coupled, Kinase-Glo luminescence, 60 min; note: % is set by controls: 0 for no effect and ±100 for the full control effect; nearly all actives have a fitted effect of over 60% in size
Target sequence (P07378 whole entry, looked up): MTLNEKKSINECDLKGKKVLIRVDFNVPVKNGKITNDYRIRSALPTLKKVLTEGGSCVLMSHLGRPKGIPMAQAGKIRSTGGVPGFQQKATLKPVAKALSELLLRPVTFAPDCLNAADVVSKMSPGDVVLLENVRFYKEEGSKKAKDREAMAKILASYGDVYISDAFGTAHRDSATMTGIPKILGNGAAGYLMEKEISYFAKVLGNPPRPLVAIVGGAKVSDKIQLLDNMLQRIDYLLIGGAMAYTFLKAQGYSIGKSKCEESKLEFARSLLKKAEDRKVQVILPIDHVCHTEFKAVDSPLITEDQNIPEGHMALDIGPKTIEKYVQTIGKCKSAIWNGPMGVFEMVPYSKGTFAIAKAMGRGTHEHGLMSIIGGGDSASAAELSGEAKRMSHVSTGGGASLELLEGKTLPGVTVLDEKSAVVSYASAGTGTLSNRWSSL
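Recombinant glycosomal PGK reaction used 1,3-bisphosphoglycerate generated in-well by GAPDH (100nM final) in 100mM TEA pH 7.6, 5mM MgCl2, 0.01% Tween-20. After 60 minutes at room temperature, ATP was read by Kinase-Glo Plus luminescence end-point.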
BLM helicase inh = blocks DNA unwinding by human BLM helicase; P54132; recombinant BLM DNA unwinding, fluorescence dequenching; Potency, µM (highest dose often 56.1 µM), for inactives: at the highest dose activity change, negative = inhibition, usual class: inhibitors; 0.2% of 350,000 active; AID 2528;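 note: plate controls were vehicle for no effect and no enzyme for full effect; nearly all actives have a fitted effect of over 35% in size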
Pol iota inh = DNA polymerase iota (human) inhibition; Q9UNA4; Pol iota fluorescent replication assay, 10 min; Potency, µM (highest dose often 115 µM), for inactives: at the top dose activity, negative = inhibition, most hits filed as inhibitors; 1% of 390,000 active; AID 588590
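Fluorescent replication assay read twice, at 0 min and 10 min after adding 50 nM (final) substrate. Enzyme (10 nM) and compounds were first incubated 15 min at room temperature; enzyme-free buffer wells were negative controls.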
Active calls of the source: *; [ ] = remark or other dose. Unless noted, calls come from the whole dose curve; as a rule, active = well fitted curve in the direction sought with a large enough effect; inconclusive = small, poorly fitted or top-dose-only effect, or another doubt; inactive = no such curve, though single readings can be large; an effect the other way counts as inactive or inconclusive. Potency is the fitted concentration of half-maximal effect.

`CCOc1ccccc1NC(=O)C1CCCN(S(=O)(=O)c2ccc3c(c2)C(C)(C)C(=O)N3C)C1` (stereo unspecified) gave JMJD2A Tudor -23%, Pin1 inhibitor -2%, HP1b binding inh 27%, BAZ2B block -8%, GLS inhibitor 0%, PGK inhibitor -8%, BLM helicase inh -3% and Pol iota inh 4%.
Cc1nc2c3ccccc3nc(SCC(=O)c3ccc(Cl)cc3)n2n1 was read as G9a block 6%[59 µM], JMJD2A Tudor -9%, Pin1 inhibitor -2%, HP1b binding inh 22%, BAZ2B block -14%, GLS inhibitor 20%, PGK inhibitor 8%, BLM helicase inh -6% and Pol iota inh 14%.
Screening Cc1ccnc(NC(c2ccccc2)c2ccc3cccnc3c2O)c1 (stereo unspecified) returned JMJD2A Tudor 14µM*, Pin1 inhibitor 1%, HP1b binding inh -21%[57 µM], GLS inhibitor 17%, PGK inhibitor -7% and Pol iota inh 87%[activator].
Screening Cc1ccc(-c2nc(CS(=O)(=O)CC(=O)N3CCN(c4ccccc4)CC3)c(C)o2)cc1 returned G9a block -38%[59 µM], JMJD2A Tudor inconclusive, Pin1 inhibitor 5%, HP1b binding inh 3%, BAZ2B block 56µM*, GLS inhibitor 6%, PGK inhibitor inactive, BLM helicase inh -8% and Pol iota inh 29%.
CC(=O)N1CCN(C(=O)CSc2cc(C)c(Br)cc2C)CC1 was read as G9a block 16%, JMJD2A Tudor -1%, Pin1 inhibitor 0%, HP1b binding inh 29%, BAZ2B block -16%, GLS inhibitor 7%, PGK inhibitor 1%, BLM helicase inh -14% and Pol iota inh 0%.
Screening CCCCSCCCNC(=O)C1CCN(Cc2nc(-c3ccc(CC)cc3)oc2C)CC1 returned G9a block -33%[59 µM], JMJD2A Tudor inconclusive, Pin1 inhibitor -2%, HP1b binding inh -7%, BAZ2B block -18%, GLS inhibitor -7%, PGK inhibitor inactive, BLM helicase inh -7% and Pol iota inh 22%.
Screening O=C(NCc1cccc(Cl)c1)c1cc(=O)[nH]c2ccccc12 returned G9a block 20%, JMJD2A Tudor -17%, Pin1 inhibitor inconclusive, HP1b binding inh -13%, BAZ2B block 1%, GLS inhibitor 5%, PGK inhibitor 1%, BLM helicase inh -1% and Pol iota inh 24%.
Screening COc1cc(NC(=O)c2ccccc2)c(OC)cc1NC(=O)Cc1ccc(Br)cc1 returned G9a block 19%[0.501 µM], JMJD2A Tudor -17%, Pin1 inhibitor 0%, HP1b binding inh 36%, BAZ2B block -7%, GLS inhibitor 9%, PGK inhibitor -6%, BLM helicase inh -6% and Pol iota inh 9%.
For CCOC(=O)c1sc(NC(=O)COc2ccccc2Cl)c(C(=O)OCC)c1C the results were G9a block 13%[59 µM], JMJD2A Tudor 3%, Pin1 inhibitor 3%, HP1b binding inh 13%, BAZ2B block 0%, GLS inhibitor 0%, BLM helicase inh 1% and Pol iota inh -16%.
`COc1ccc(-n2cc(-c3ccccc3)[nH]c2=S)cc1` gave G9a block 1.6µM*, JMJD2A Tudor 8.9µM*, Pin1 inhibitor 2%, HP1b binding inh -7%, BAZ2B block inconclusive, GLS inhibitor -18%, PGK inhibitor -1%, BLM helicase inh 5% and Pol iota inh -6%.
For COc1ccc(C(=O)COC(=O)c2ccc(OC)c(OC)c2)cc1OC the results were G9a block -7%[12.7 µM], JMJD2A Tudor -3%, Pin1 inhibitor inconclusive, HP1b binding inh 13%, BAZ2B block 5%, GLS inhibitor -3%, PGK inhibitor -4%, BLM helicase inh -1% and Pol iota inh 26%.
`O=C(Nc1ccc(C(=O)N2CCN(c3ccccc3F)CC2)cc1)C1=CSCCO1` gave G9a block 10%, JMJD2A Tudor -28%, Pin1 inhibitor -6%, HP1b binding inh 7%[57 µM], BAZ2B block inconclusive, GLS inhibitor 2%, PGK inhibitor inactive, BLM helicase inh -3% and Pol iota inh -5%.
CCCCCn1c(CN2CCN(c3cc(Cl)ccc3C)CC2)nc2c1c(=O)[nH]c(=O)n2C was read as G9a block 23%[12.7 µM], JMJD2A Tudor -19%, Pin1 inhibitor -3%, HP1b binding inh 7%, BAZ2B block -28%, GLS inhibitor 1%, PGK inhibitor 3%, BLM helicase inh 0% and Pol iota inh 24%.
`CC1c2nc3ccccc3n2C(CC(=O)NCc2ccccn2)C(=O)N1Cc1ccccc1` (stereo unspecified) gave G9a block -9%[12.7 µM], JMJD2A Tudor -17%, Pin1 inhibitor 2%, HP1b binding inh 12%, BAZ2B block -7%, GLS inhibitor -7%, PGK inhibitor 0%, BLM helicase inh 1% and Pol iota inh -1%[58.9 µM].
For O=C(COC(=O)c1cnccn1)c1ccc(-c2ccccc2)cc1 the results were G9a block -11%, JMJD2A Tudor -17%, Pin1 inhibitor 6%, HP1b binding inh 22%, BAZ2B block 9%, GLS inhibitor 7%, PGK inhibitor -12% and Pol iota inh 34%[activator].
For CCCN(CCO)Cc1ccc(Br)cc1 the results were G9a block 8.9µM*, JMJD2A Tudor 20µM*, Pin1 inhibitor 1%, HP1b binding inh inconclusive, BAZ2B block inconclusive, GLS inhibitor 57%[activator], PGK inhibitor inactive, BLM helicase inh 0% and Pol iota inh -3%.
Screening Cc1cc(C)nc(SCCC(=O)Nc2ccccc2C)n1 returned G9a block 11%[12.7 µM], JMJD2A Tudor -3%, Pin1 inhibitor -5%, HP1b binding inh 13%, BAZ2B block 0%[57.1 µM], GLS inhibitor 13%, PGK inhibitor 4%, BLM helicase inh 0% and Pol iota inh -2%.
For COC(=O)c1cc(CNC(=O)CC(C)c2ccccc2)ccc1OC (stereo unspecified) the results were G9a block 9%, JMJD2A Tudor -7%, Pin1 inhibitor -2%, HP1b binding inh 17%, BAZ2B block 2%, GLS inhibitor -4%, PGK inhibitor -7%, BLM helicase inh -2% and Pol iota inh 1%.
`O=C(Nc1ccc(F)cc1)Nc1nnc(-c2ccccc2)o1` gave G9a block 5%, JMJD2A Tudor -10%, Pin1 inhibitor -13%, HP1b binding inh 23%, BAZ2B block -7%, GLS inhibitor 0%, PGK inhibitor 4%, BLM helicase inh -9% and Pol iota inh -5%.
Screening Cc1ccc(N2CCN(C(=O)Nc3cn(CC(C)C)c(=O)c4ccccc34)CC2)c(C)c1 returned G9a block inconclusive, JMJD2A Tudor inconclusive, Pin1 inhibitor -3%, HP1b binding inh 18%, BAZ2B block 0%[57.1 µM], GLS inhibitor 5%, PGK inhibitor inactive, BLM helicase inh -4% and Pol iota inh 40%[activator].

The final 3 entries of the part before are carried over, then new ones follow:
For COC(=O)c1cc(CNC(=O)CC(C)c2ccccc2)ccc1OC (stereo unspecified) the results were G9a block 9%, JMJD2A Tudor -7%, Pin1 inhibitor -2%, HP1b binding inh 17%, BAZ2B block 2%, GLS inhibitor -4%, PGK inhibitor -7%, BLM helicase inh -2% and Pol iota inh 1%.
`O=C(Nc1ccc(F)cc1)Nc1nnc(-c2ccccc2)o1` gave G9a block 5%, JMJD2A Tudor -10%, Pin1 inhibitor -13%, HP1b binding inh 23%, BAZ2B block -7%, GLS inhibitor 0%, PGK inhibitor 4%, BLM helicase inh -9% and Pol iota inh -5%.
Screening Cc1ccc(N2CCN(C(=O)Nc3cn(CC(C)C)c(=O)c4ccccc34)CC2)c(C)c1 returned G9a block inconclusive, JMJD2A Tudor inconclusive, Pin1 inhibitor -3%, HP1b binding inh 18%, BAZ2B block 0%[57.1 µM], GLS inhibitor 5%, PGK inhibitor inactive, BLM helicase inh -4% and Pol iota inh 40%[activator].
Screening CCc1cc2c(C)ccc(C)c2nc1SCC(=O)Nc1c(C)[nH]c(=O)[nH]c1=O returned G9a block -36%[59 µM], JMJD2A Tudor -30%, Pin1 inhibitor 39%[activator], HP1b binding inh -1%, BAZ2B block -28%, GLS inhibitor -8%, PGK inhibitor -3%, BLM helicase inh -5% and Pol iota inh 5%.
Screening CCn1nnc(NC(=O)c2cccc(-c3cc4ccccc4oc3=O)c2)n1 returned G9a block -33%[12.7 µM], JMJD2A Tudor -12%, Pin1 inhibitor 6%, HP1b binding inh 6%, BAZ2B block 3%, GLS inhibitor -1%, PGK inhibitor -8%, BLM helicase inh 2% and Pol iota inh inconclusive.
`CCN(CC)c1ccc(NC(=O)c2cc(C)nc3c2c(C)nn3-c2ccc(C)cc2)c(C)c1` gave G9a block -44%[59 µM], JMJD2A Tudor -5%, Pin1 inhibitor -1%, HP1b binding inh 26%, BAZ2B block 9%[57.1 µM], GLS inhibitor 10%, PGK inhibitor inactive, BLM helicase inh 0% and Pol iota inh -1%.
Screening COC(=O)C(C)Sc1nnc(-c2ccncc2)o1 (stereo unspecified) returned G9a block 10%[12.7 µM], JMJD2A Tudor -4%, Pin1 inhibitor -2%, HP1b binding inh 36%, BAZ2B block -1%, GLS inhibitor -2%, PGK inhibitor -1%, BLM helicase inh 0% and Pol iota inh -6%.
Screening Cc1ccc(Cl)cc1N1CCN(Cc2nnnn2C2CCCCC2)CC1 returned JMJD2A Tudor -3%, Pin1 inhibitor 0%, HP1b binding inh 51%[activator], BAZ2B block -1%, GLS inhibitor 6%, PGK inhibitor -2%, BLM helicase inh -8% and Pol iota inh 18%.
`O=Cc1ccc(OCc2cn3ccccc3n2)cc1` gave G9a block 2%, JMJD2A Tudor inconclusive, Pin1 inhibitor 2%, HP1b binding inh 11%, BAZ2B block -23%, GLS inhibitor -11%, PGK inhibitor -11%, BLM helicase inh -9% and Pol iota inh inconclusive.
For CCCc1nnc(NC(=O)c2c(O)c3cccc4c3n(c2=O)CC4)s1 the results were G9a block inconclusive, JMJD2A Tudor inconclusive, Pin1 inhibitor 1%, HP1b binding inh 13%, BAZ2B block -33%, GLS inhibitor 0%, PGK inhibitor 1%, BLM helicase inh -1% and Pol iota inh 21%.

An excerpt (hit frequency here may not be typical).
